Screening data from PubChem BioAssay.
NSD2 HMT inh: inhibitors of human histone methyltransferase NSD2 | 310,000 tested, 0.54% active | inhibition, % at 12.5 µM | NSD2 peptide methylation, AlphaScreen, 120 min | O96028; in the data active = inhibition above about 50%
RTF Ca sens inh: cardiac RTF calcium desensitization; P19429+P45379; IANBD-labeled cardiac RTF, Ca2+ fluorescence; inhibition, % at 7.15 µM; 340,000 tested, 0.12% active; AID 493244;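 active = inhibition above the mean inhibition of all tested compounds plus 3 SD, cut at about 17% in these data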;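 note: assay run at fixed EC70 calcium of 1.6 mM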
Keap1-Nrf2 PPI: inhibitors of human Keap1-Nrf2 protein-protein interaction | Q14145 | inhibition, % at 9.4 µM | Keap1 Kelch-Nrf2 peptide fluorescence polarization, 1536-well | 340,000 tested, 0.15% active; in the data active = inhibition above about 12%; inconclusive = no clear call, values can overlap the other calls; inactive = below about 7.3%;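 note: human Keap1 Kelch domain with fluorescein labeled Nrf2 9mer peptide probe; 0% = neutral control wells and 100% = peptide positive control; higher means more block of Keap1 binding to Nrf2 peptide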
Target sequence (Q14145 whole entry, looked up, the tested form may be a part): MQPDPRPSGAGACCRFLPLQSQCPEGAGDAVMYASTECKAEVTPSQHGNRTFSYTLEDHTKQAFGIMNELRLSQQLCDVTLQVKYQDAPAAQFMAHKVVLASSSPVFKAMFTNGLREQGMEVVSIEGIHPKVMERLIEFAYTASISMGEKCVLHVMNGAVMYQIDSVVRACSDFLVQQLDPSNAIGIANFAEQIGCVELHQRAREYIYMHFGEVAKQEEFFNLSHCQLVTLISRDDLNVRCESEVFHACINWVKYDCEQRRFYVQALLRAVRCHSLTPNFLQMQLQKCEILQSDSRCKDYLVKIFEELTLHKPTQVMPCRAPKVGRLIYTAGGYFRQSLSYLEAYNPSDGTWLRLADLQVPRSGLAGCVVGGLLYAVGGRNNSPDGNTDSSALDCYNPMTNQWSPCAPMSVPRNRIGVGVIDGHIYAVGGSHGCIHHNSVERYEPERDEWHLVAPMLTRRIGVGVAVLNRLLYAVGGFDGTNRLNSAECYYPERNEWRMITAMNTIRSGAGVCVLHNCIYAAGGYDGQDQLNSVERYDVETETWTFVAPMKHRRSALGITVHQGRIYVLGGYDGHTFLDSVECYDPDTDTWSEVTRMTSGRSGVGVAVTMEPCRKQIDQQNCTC
LANA DNA inh: KSHV C-LANA DNA binding inhibition; MBP-C-LANA/FAM-LBS DNA binding, fluorescence polarization; inhibition, % at 9 µM; 340,000 tested, 0.078% active; AID 504423;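 active = highest replicate inhibition at or above 60% at 9 µM, even if other replicates fall short; inactive = all replicates below 60% inhibition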;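 note: 0% = neutral control wells and 100% = 4 µM acridine orange control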
CAL PDZ FP-1: inhibitors of human CAL PDZ peptide binding; 300,000 tested, 0.92% active; Q9HD26; purified CAL PDZ, TMR-peptide fluorescence polarization, 1 h; inhibition, % at 24.9 µM; AID 602252;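 active = mean inhibition of at least 30% with at least half of replicates also reaching 30%; inconclusive = no clear call, values can overlap the other calls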;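 note: 0% = DMSO neutral control and 100% = excess unlabeled competitor peptide PRC23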
Pemphigus Ab inh: blocks pemphigus antibody binding to human desmoglein-3; 310,000 tested, 0.48% active; P32926; DSG3-coupled beads, scFv-anti-DSG3-GFP binding, flow cytometry; hits give low values; binding (percent of control), % at 10 µM;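 active = binding more than 3 SD below its plate's average and above zero; inconclusive = below that plate limit but binding exactly zero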;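 note: hits lower antibody fragment binding to DSG3; some compounds called inactive have numbers as strong as hits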
DAGLB inh: diacylglycerol lipase beta (human) inhibition; AID 504411; 340,000 tested, 0.059% active; inhibition, % at 5.17 µM; HEK293T DAGLB membrane lysate, EnzChek fluorogenic substrate; in the data active = inhibition above about 34%;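 note: 0% = enzyme with vehicle and 100% = wells lacking enzyme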
CAL PDZ FP-2: blocks peptide binding to human CAL PDZ domain | Q9HD26 | purified CAL PDZ, TMR-peptide fluorescence polarization, 1 h | inhibition, % at 20 µM | 330,000 tested, 0.02% active | AID 504414;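 active = highest replicate inhibition of at least 40%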;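 note: plate controls were DMSO neutral control wells for no effect and unlabeled competitor peptide control wells for full effect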
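material = purified tagged CAL PDZ domain construct (CerCALP) | compound dosing = 20 µM, one dose | times = 1 h at RT | measured by = fluorescence polarization from S- and P-plane intensities, G-factor corrected | read-out = inhibition from polarization loss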
V-ATPase pHluor: regulators of yeast V-ATPase proton transport; S. cerevisiae, pHLuorin cytosolic pH fluorescence; response, % at 10 µM; 350,000 tested, 0.37% active; AID 504577; in the data active = response mostly above about 7.3%, no sharp cut-off; inactive = mostly below about 5.4%; note: actives read high; inactives centre near 0; some compounds called inactive have numbers as strong as hits; reference of the scale not given here
Arrestin-AP2 inh: blocks beta-arrestin peptide binding to AP2 adaptin; FITC-arrestin peptide / GST-AP2 beads, flow cytometry; AP2 beta2 appendage carries R879A mutation; inhibition, % at 10 µM; 340,000 tested, 0.31% active; AID 504490;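 active = inhibition above a set limit, near 3 SD of compounds lacking own fluorescence, cut at about 54% in these data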;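 note: plate controls were DMSO wells for no effect and 5 µM unlabelled arrestin peptide for full effect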
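System: GST-AP2 R879A glutathione beads | Also added: FITC-arrestin peptide, 50 nM | Times: 12 min plus 1 h, RT | Signal: Bead flow cytometry, FITC channel | Buffer or medium: PBS with 0.05% Tween 20 and 0.1% BSA | Read-out basis: Percent drop in bead-associated FITC signal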
* hit, by the source's call; u = inconclusive; x = no result given. These rows are one share of the data; rates above refer to the full screens.

SMILES	NSD2 HMT inh	RTF Ca sens inh	Keap1-Nrf2 PPI	LANA DNA inh	CAL PDZ FP-1	Pemphigus Ab inh	DAGLB inh	CAL PDZ FP-2	V-ATPase pHluor	Arrestin-AP2 inh
O=C(C1CCCCC1)N1CCN(c2nc(-c3ccc(F)cc3)cs2)CC1	-2	-6	-3	0.0	4	99	-6	-1.1	-2	-34
CCOC(=O)Nc1ccc2c(c1)Cc1cc([N+](=O)[O-])ccc1-2	-5	-2	-6	1.6	x	79	0	1.3	1	-14
Cc1ccc(NC(=O)CCSc2ccccn2)cc1	-2	1	1	1.1	-3	87	-3	-1.5	1	-13
C=C(C)Cn1c(CCCNC(=O)C(C)(C)C)nc2ccccc21	x	-14	-6	0.9	-5	105	-1	0.6	6	0
CC(=O)Nc1ccc(S(=O)(=O)NC(C)C(=O)NCC(c2ccco2)N2CCCCC2)cc1 (stereo not given)	-1	-12	-4	0.4	-9	111	-3	-0.3	1	-5
Cc1nnsc1C(=O)NC(C)c1ccccc1 (stereo not given)	x	0	0	1.9	-4	88	-1	0.7	4	-8
COCc1nnc(NC(=O)c2sc3ccccc3c2Cl)s1	0	0	-6	0.3	-9	x	0	-2.0	3	-2
Cc1ccc(S(=O)(=O)N2CCCC(C(=O)NNCC(=O)Nc3cc(F)ccc3F)C2)cc1 (stereo not given)	0	-10	0	-0.6	1	99	-2	0.8	-1	7
CCOC(=O)C1CCN(C(=O)c2ccc(S(=O)(=O)Nc3ccccc3OC)cc2)CC1	0	6	-1	0.9	12	x	0	-0.7	-3	-7
COc1cccc(COC(=O)C2CCN(S(=O)(=O)c3ccc(C)cc3)CC2)c1OC	-26	-1	1	0.5	-7	102	-3	-3.6	-1	2
CCN(CC)P(=O)(Nc1ccc(Br)cc1)c1c(C)nn(CCC#N)c1NC(=O)c1ccc(Cl)cc1 (stereo not given)	1	0	1	-1.7	-1	103	0	-1.9	1	5
CC(=O)Nc1nc(SCC(=O)NCc2ccc(F)cc2)[nH]c(=O)c1NC(=O)c1cccs1	-2	1	-4	1.0	-3	97	-4	-2.4	6	14
CCOC(=O)c1[nH]c2c(c1-c1ccccc1)C(=O)CC(c1ccc(OCC)cc1)C2 (stereo not given)	x	-12	-3	-1.5	6	-0.8*	-3	0.3	11*	6
Cc1ccc(C)c(NC(=O)CSc2nnc(CNC(=O)c3cccs3)o2)c1	-3	-11	1	0.0	0	80	1	-2.1	2	-5
CCOC(=O)Cc1c(C)nc(Cc2ccc(OC(C)C)cc2)[nH]c1=O	4	3	1	-0.4	3	x	0	0.5	1	-12
O=C(COC(=O)c1ccco1)Nc1nc2ccc([N+](=O)[O-])cc2s1	-110	-4	-3	4.2	-3	99	7	-3.1	3	8
CCOC(=O)c1sc2nc(CSc3nc4ccccc4n3CC)[nH]c(=O)c2c1C	0	0	-3	-0.9	-4	x	0	-0.9	-3	10
O=C(/C=C/c1ccccc1)Nc1cccc(C(=O)O)c1	2	0	0	-0.5	x	100	0	-0.6	1	12
Cc1ccc2nsnc2c1S(=O)(=O)N1CCCC1	1	-5	-2	-0.6	0	111	1	0.5	4	6
N#Cc1c(-n2cccc2C=O)sc2c1CCCC2	-6	-4	2	-0.9	-2	100	-6	-0.7	-1	30
C=CCn1c(CCC(=O)Nc2ccc(C)c(Cl)c2)nnc1SCC(=O)Nc1ccccc1C	0	-12	2	0.8	-5	97	-1	-0.5	6	7
Cc1ccc(NS(=O)(=O)c2ccc3c(c2)oc(=O)n3C)c(C)c1	-1	-8	-1	9.0	-3	101	-2	0.3	0	2
Cc1ccccc1CC1(CO)CCCN(C(=O)c2ccc(F)cc2)C1 (stereo not given)	-1	4	-2	-1.7	1	x	2	0.4	0	-10
COCCCNC(=O)CC1C[C@H](C(=O)N2CCOCC2)[C@@]2(C)c3[nH]c4ccc(OC)cc4c3CCN2C1=O (stereo not given in full)	x	-2	2	4.7	-4	101	0	0.7	-1	-20
CN(NC1OC(=O)c2ccccc21)c1c([N+](=O)[O-])cc(C(F)(F)F)cc1[N+](=O)[O-] (stereo not given)	2	0	-2	-0.1	-6	x	13	-0.3	2	-11
Cc1ccc(Cn2c(C(C)Nc3nc(-c4ccc(F)cc4)cs3)nc3cc(C(F)(F)F)ccc32)cc1 (stereo not given)	x	5	1	-1.9	-1	96	-9	0.0	0	8
Cc1ccc(OCC(=O)Sc2ccc(C)cc2)cc1	0	1	-9	1.1	7	101	-14	0.0	-2	0
COc1ccccc1N1N=C(c2cccs2)CC1c1ccccc1 (stereo not given)	-12	2	1	-0.9	-2	99	-3	0.9	-3	2
COc1ccc(NC(=O)c2ccc(C#CC(C)(C)O)cc2)cc1	3	0	-4	-1.4	-2	x	2	-0.9	2	0
O=C(Nc1ccccc1C(=O)O)c1ccc(CN2C(=O)c3ccccc3C2=O)cc1	1	-8	5	-0.9	-9	100	14	-2.9	2	1
CC(=O)NC(CC(C)C)C(=O)O (stereo not given)	x	1	-2	-0.4	-2	102	0	-0.2	2	6
CC(=O)c1ccc(-n2nnnc2SCC(=O)N2CCN(C(=O)c3ccco3)CC2)cc1	-3	4	-1	-0.6	-3	97	3	0.8	7	-1
COc1cc(OC)c(NC(C)C(=O)N2CCCC2)cc1Cl (stereo not given)	2	2	-5	-0.7	0	100	0	-2.3	-1	34
CC(=O)OCc1c(C(F)(F)F)nn(C)c1Oc1cccc(C(F)(F)F)c1	-4	-2	1	-0.1	-4	101	-5	0.5	-1	27
Cc1ccc(NC(=O)Nc2ccc3c(c2)CCC3)c(C)c1	-1	-3	-1	-0.1	-1	117	-3	-2.2	1	7
CCOc1ccc2ccccc2c1/C=N/NC(=O)CNC(=O)c1ccccc1O	-1	5	2	0.5	x	x	-4	-2.3	-1	-1
N=c1c(C(=O)NCC2CCCO2)cc2c(=O)n3ccccc3nc2n1Cc1ccccc1Cl (stereo not given)	-2	-1	-1	-2.4	0	100	1	-4.3	0	-6
COc1ccc(NC(=O)Cn2c(=O)oc3cc(Cl)ccc32)c(OC)c1	-4	-15	-2	2.2	2	109	-6	x	-2	3
O=C(Nc1ccc(F)cc1)N1CCN(c2ccc(F)cc2)CC1	1	9	2	1.5	-2	104	-2	0.4	-2	34
Cc1c(OC(C)C(=O)NCc2ccccn2)ccc2c3c(c(=O)oc12)CCCC3 (stereo not given)	-1	-3	-3	-1.2	3	102	1	-2.3	-1	-1
CCOc1ccc(Cn2nnc(C(=O)Nc3ccc(OC)cc3OC)c2N)cc1	x	-12	u	-1.7	1	82*	-3	0.5	5	5
O=C(c1ccco1)N1CCN(Cc2cc(=O)c(OCc3ccc(F)cc3)co2)CC1	0	6	2	-0.3	1	107	1	-2.8	7	43
Cc1c(C(=O)N2CCCCC2)c(S(=O)(=O)NCc2ccc(N(C)C)cc2)c(C)n1C	1	-4	0	0.5	-3	101	-2	-2.6	-2	6
CCn1ncc(Br)c1C(=O)Nc1ccc(F)c([N+](=O)[O-])c1	0	4	-6	0.5	0	118	2	0.4	2	0
Fc1cccc(Oc2nc3ccccc3n3cccc23)c1	-1	-5	-5	-4.8	-9	100	-6	-0.3	4	-5
CCOc1ccc(C2C=C(c3ccccc3)Nc3nnnn32)cc1 (stereo not given)	0	-6	-3	2.1	4	88	-13	0.5	-4	5
COc1ccc(NC(=O)/C=C/c2cc(OC)c(OC)c(OC)c2)cn1	-3	-7	-2	2.0	-11	112	1	-3.4	-2	4
Cc1nnc(Oc2ccccc2F)c2ccccc12	x	-23	-5	-1.3	-3	x	0	-2.0	5	7

2 compounds from above, reduced to LANA DNA inh.
| mol | LANA DNA inh |
| --- | --- |
| Cc1c(C(=O)N2CCCCC2)c(S(=O)(=O)NCc2ccc(N(C)C)cc2)c(C)n1C | 0.5 |
| CCn1ncc(Br)c1C(=O)Nc1ccc(F)c([N+](=O)[O-])c1 | 0.5 |

Following part
SMILES	NSD2 HMT inh	RTF Ca sens inh	Keap1-Nrf2 PPI	LANA DNA inh	CAL PDZ FP-1	Pemphigus Ab inh	DAGLB inh	CAL PDZ FP-2	V-ATPase pHluor	Arrestin-AP2 inh
CN(C)C(=O)CSc1nnc(-c2cnccn2)n1C	-3	-8	-2	0.8	x	x	3	-0.2	-2	-1
O=C1NC(=O)C(Nc2cccc3ccccc23)S1 (stereo not given)	3	-2	-5	2.7	0	110	4	0.7	-4	9
CCNC(=S)N(CCc1c(C)[nH]c2ccc(C)cc12)Cc1cccnc1	4	-1	0	-3.3	-4	95	0	-0.7	x	3
O=C(CSc1nc2nc(-c3cccs3)cc(C(F)(F)F)c2c(=O)[nH]1)NCc1ccco1	6	6	-3	2.7	-2	102	2	-1.8	-1	4
O=C(CS(=O)(=O)c1ccccc1)NCc1ccco1	1	-1	-3	-2.6	0	114	0	-2.4	1	7
FC(F)(F)c1ccc(N2CCN(c3ncnc4c3nnn4Cc3ccccc3Cl)CC2)cc1	-4	-5	-2	-0.8	-3	100	-2	-0.3	-3	-4
